TbREL1 inh – TbREL1 inhibition, primary screen; TbREL1 RNA ligation, FRET fluorescence; P86926; inhibition, % at 9.66 µM; AID 1117264; 89,000 tested, 0.49% active;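 active means inhibition above the mean inhibition across all screened compounds plus 3 SD, cut at about 11% in these data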;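 further: 0% = plate median of test wells and 100% = NSC42067 control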
Target sequence (P86926 whole entry, looked up): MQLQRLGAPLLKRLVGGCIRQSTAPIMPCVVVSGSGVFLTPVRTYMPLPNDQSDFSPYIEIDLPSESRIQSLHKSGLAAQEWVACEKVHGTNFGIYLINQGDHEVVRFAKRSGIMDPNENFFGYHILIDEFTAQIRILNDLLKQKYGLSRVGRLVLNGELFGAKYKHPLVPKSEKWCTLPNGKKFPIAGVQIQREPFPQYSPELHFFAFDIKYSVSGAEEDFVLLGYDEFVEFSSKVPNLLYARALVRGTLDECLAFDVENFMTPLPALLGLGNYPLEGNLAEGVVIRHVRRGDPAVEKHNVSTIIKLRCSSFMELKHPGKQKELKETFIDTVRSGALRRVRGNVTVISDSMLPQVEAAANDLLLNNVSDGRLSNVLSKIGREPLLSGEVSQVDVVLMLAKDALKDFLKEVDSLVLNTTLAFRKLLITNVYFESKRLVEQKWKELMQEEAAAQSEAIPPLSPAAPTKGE
* = called active by the depositor. An excerpt; rates above refer to the full screens.

TbREL1 inh	SMILES
-2	Cc1c(Cl)cccc1N/C(SCC(=O)N1CCCCCC1)=C(/C#N)c1nc2ccccc2s1
4	CCOC(=O)c1ccc(NS(=O)(=O)c2ccc3c(c2)n(C)c(=O)n3C)cc1
-4	CC(C)COc1cccc(C(=O)Nc2ccc(N3CCOCC3)cc2N2CCOCC2)c1
1	O=C(Cc1ccccc1F)Nc1cccc2cccnc12
4	COc1ccc(C(C)C)cc1S(=O)(=O)n1cnc(C)c1
-2	COC(=O)[C@]1(Cc2ccccc2)N[C@H](CN(C)C(=O)C2CCCCC2)[C@@H]2C(=O)N(Cc3ccccc3)C(=O)[C@@H]21
-1	Cc1nn(-c2ccccc2)c(N)c1C(O)(CSc1nccn1C)C(F)(F)F (stereo unspecified)
-4	Cc1cccc(-n2c(-c3ccncc3)n[nH]c2=S)c1C
0	CC1=CS(=O)(=O)CC1Sc1ncn[nH]1 (stereo unspecified)
2	CN(C)c1nc(NCc2ccccc2)nc(SCC(=O)Nc2ccc(Cl)c(Cl)c2)n1

Overlap with the part before: 7 compounds, then new ones.
TbREL1 inh	SMILES
1	O=C(Cc1ccccc1F)Nc1cccc2cccnc12
4	COc1ccc(C(C)C)cc1S(=O)(=O)n1cnc(C)c1
-2	COC(=O)[C@]1(Cc2ccccc2)N[C@H](CN(C)C(=O)C2CCCCC2)[C@@H]2C(=O)N(Cc3ccccc3)C(=O)[C@@H]21
-1	Cc1nn(-c2ccccc2)c(N)c1C(O)(CSc1nccn1C)C(F)(F)F (stereo unspecified)
-4	Cc1cccc(-n2c(-c3ccncc3)n[nH]c2=S)c1C
0	CC1=CS(=O)(=O)CC1Sc1ncn[nH]1 (stereo unspecified)
2	CN(C)c1nc(NCc2ccccc2)nc(SCC(=O)Nc2ccc(Cl)c(Cl)c2)n1
2	O=C(CN1CCCCC1)Nc1nc(-c2ccc(F)c(F)c2)cs1
0	Cc1cccc(C(=O)OCC(=O)Nc2c(C)nn(-c3ccccc3)c2C)c1O
-3	CCOC(=O)N1CCN(C(=O)C[C@@H]2C[C@@]3(C(=O)OC)CCCCC=C3N(Cc3ccco3)C2=O)CC1
1	O=c1[nH]c(CSc2nnc(NCCCN3CCOCC3)s2)nc2cc(Cl)ccc12
1	CC(C)(C)CC(=O)Nc1nnc(-c2cccs2)s1
-3	COc1ccc(COCCN2CCN(S(=O)(=O)c3ccc(C)cc3)CCC2=O)cc1
0	CCC(C)N(C(=O)Cn1cnc2c1c(=O)n(C)c(=O)n2C)C1CCS(=O)(=O)C1 (stereo unspecified)
3	O=C(Oc1cccnc1)c1ccco1
0	CCOC(=O)C1CCN(C(=O)c2cc(COc3ccc(F)cc3F)on2)CC1
2	Cc1ccc2oc(C(=O)NCCCN3CCOCC3)c(C)c2c1

Next part:
TbREL1 inh	SMILES
1	COC(=O)[C@]12C[C@H](CC(=O)N3CCCC3)C(=O)N(Cc3cccc4ccccc34)C1=C[C@H](C(C)(C)C)O[C@@H]2C
-1	Cc1c(C2(O)CCCCC2)[nH]c2cc(C(F)(F)F)ccc12
-1	CCCc1cc(-n2cnc3ccccc32)n2c(nc3ccccc32)c1C#N
-2	O=c1c2ccccc2ncn1Cc1ccccc1
1	Cc1nc(-c2cccc(NS(=O)(=O)c3ccccc3)c2)cs1
0	Cc1onc(-c2ccccc2Cl)c1C(=O)NCc1ccccn1
0	CCNC(=S)SCCOc1ccc(C)cc1
-3	CCCN(CC1CC1)C(=O)COc1ccccc1C(=O)NCc1ccccc1
5	CC(C)c1ccc(C2NC(C(=O)O)CS2)cc1 (stereo unspecified)
5	CN(CC(=O)NCC(=O)Nc1ccc(F)cc1)CC(=O)Nc1ccc(Cl)c(C(F)(F)F)c1

Quoted from the listing.
TbREL1 inh with `Cc1onc(-c2ccccc2Cl)c1C(=O)NCc1ccccn1` : 0
TbREL1 inh with `CCNC(=S)SCCOc1ccc(C)cc1` : 0
TbREL1 inh with `COC(=O)[C@]12C[C@H](CC(=O)N3CCCC3)C(=O)N(Cc3cccc4ccccc34)C1=C[C@H](C(C)(C)C)O[C@@H]2C` : 1

The results go on:
TbREL1 inh	SMILES
-1	Cc1ccccc1N1CCN(C(=O)c2ccccc2NC(=O)/C=C\C(=O)O)CC1
2	Cc1sc2nc(CSCC(=O)Nc3ccc(C(=O)N(C)C)cc3)[nH]c(=O)c2c1C
-2	Nc1ccccc1SC/C=C/CSc1ccccc1N
4	COc1ccccc1C(CNC(=O)CNC(=O)c1ccccc1Cl)N1CCCC1 (stereo unspecified)
-2	CCNC(=S)N(Cc1ccccc1)Cc1nc2ccccc2c(=O)[nH]1
-2	O=C(NCCc1ccccc1)C(=O)NCC1OCCCN1S(=O)(=O)c1cc(F)ccc1F (stereo unspecified)
5	O=C(Nc1ccc(NC(=O)c2ccccc2Cl)c(Cl)c1)c1ccccn1
-1	O=[N+]([O-])c1cccc(COc2ccccc2CN2CCOCC2)c1
-2	Cc1ccc(C)c(NC(=O)CCC(=O)N/N=C/c2ccc[nH]2)c1
2	COc1ccc(O)c(C(=O)c2cnn(-c3ccccn3)c2)c1

Next records:
TbREL1 inh	SMILES
4	CCOC(=O)/C(C#N)=C1/C=CN(c2ccccc2)C=N1
-2	COc1ccc(C(C)=O)cc1COC(=O)c1cc2ccccc2cc1O
2	N#CCCN(C(=O)CSc1nc2nc(-c3cccs3)cc(C(F)(F)F)c2c(=O)[nH]1)c1ccccc1
6	Cc1cc(NC(=O)c2ccc(C#N)cc2)n(-c2ccccc2)n1
-1	Cc1ccc(CN2CC(C(=O)NNC(=O)Cn3ccc(C(F)(F)F)n3)CC2=O)cc1 (stereo unspecified)
-2	Cc1cc(C(=O)Nc2ccc(C)c(S(=O)(=O)N3CCOCC3)c2)c2ccccc2n1
1	C=CCSc1nnc(Cc2cc(=O)[nH]c(=O)[nH]2)n1-c1cc(C)ccc1C
-1	O=C(c1cn(-c2ccccc2)nc1-c1cccnc1)N1CCN(S(=O)(=O)c2cccc(F)c2)CC1
1	COc1ccccc1NC(=O)Cn1c(=O)n(CCc2c[nH]c3ccccc23)c(=O)c2cccnc21
-5	Cc1ccc(S(=O)(=O)N2CCOCC2)cc1C(=O)OCC(=O)c1ccc(Br)cc1

The results go on.
TbREL1 inh	SMILES
-4	COc1cccc(/C=N/n2c(-c3cccs3)n[nH]c2=S)c1
0	CCc1nnc(NC(=O)c2cc(S(=O)(=O)N3CCCCC3)ccc2C)s1
-1	Cn1c(N)c(C(=O)CCl)c(=O)n(C)c1=O
0	COc1ccccc1C(=O)OCC(=O)N1CCC(Cc2ccccc2)CC1
-3	COc1ccccc1N(Cc1cc(=O)[nH]c2ccccc12)C(=O)c1ccc([N+](=O)[O-])cc1
1	O=C(c1cc(COc2cccc(C(F)(F)F)c2)on1)N1CCc2ccccc2C1
3	COc1ccc(CN(C)C(=O)CNC(=O)c2sc3ccccc3c2Cl)c(OC)c1OC
-2	CCOC(=O)N1CCN(C(=O)CN(Cc2ccc(Cl)cc2)S(=O)(=O)c2ccc(C)cc2)CC1
6	Cc1cc(OC(=O)N2CCCCC2)cc(C)c1Cl
1	COc1ccc(CSc2nnc(SCC(=O)Nc3ccc4c(c3)OCO4)s2)cc1

Remaining list, next part:
TbREL1 inh	SMILES
1	O=C(O)c1cc(-c2cccs2)nn1-c1ccccc1
-2	CCCOc1ccc(C=Nc2ccc(OC)c(S(=O)(=O)N3CCOCC3)c2)c(O)c1
2	C=CCN(CC=C)Cc1ccc(C(=O)OC)o1
3	O=C(c1ccc(CNS(=O)(=O)c2ccc(Br)cc2)cc1)N1CCCCC1
6	COc1ccccc1C(=O)N1CCCC(c2nc(-c3cccs3)no2)C1 (stereo unspecified)
-5	CC1CC(CC(=O)NNc2nc(-c3ccccc3)cs2)C(=O)O1 (stereo unspecified)
1	COc1ccc(S(=O)(=O)NC(C)C(=O)Nc2cccc(C(C)=O)c2)cc1 (stereo unspecified)
4	COC(=O)C1(CC2CC(c3ccccc3)=NO2)CCN(C(=O)OC(C)(C)C)CC1 (stereo unspecified)
-2	Cc1cc(F)ccc1S(=O)(=O)N1CCCOC1CNC(=O)C(=O)NCC(C)C (stereo unspecified)
-2	COC(=O)CC[C@@H](/C=C/C(=O)OC(C)(C)C)Sc1ccc(C(C)(C)C)cc1

Next section.
TbREL1 inh	SMILES
3	O=C(CSc1nnc(COc2ccccc2)n1Cc1ccco1)Nc1ccc(OCc2ccccc2)cc1
-1	CCOc1cc(C)nc(N2CCC(C(=O)Nc3ccccc3OCC)CC2)n1
0	O=C(Cc1ccc(F)cc1)c1ccc(O)cc1O
1	O=C(CCN1C(=O)C2C3CCC(C3)C2C1=O)Nc1cccc(Cl)c1 (stereo unspecified)
0	CC(C)(C)OC(=O)N1CCN(c2ccc(NC(=O)Cn3nnc(-c4ccccc4)n3)cc2)CC1
-2	O=C(N[C@H](C(=O)N1CCC[C@H]1C(=O)NCc1ccccc1)C1CCCCC1)c1ccc(Cl)cc1Cl
-1	N#Cc1ccccc1NC(=O)Nc1cccs1
4	CC(=O)OCCNc1cc(SC(C)C)c2nonc2c1[N+](=O)[O-]
-2	COc1ccccc1CC(=O)Nc1ccc2c(c1)CCC2
4	COCn1c(-c2ccccc2)nc2ccccc21

Further structures
TbREL1 inh	SMILES
-8	Cc1ccc[n+](C(C(=S)NCc2ccco2)=C([O-])c2ccccc2Cl)c1
3	CCN(CC)Cc1c(C(=O)N2CCc3ccccc3C2)nc2ccc(Cl)cn12
1	CC1CCCN(c2ccc3nc4ccccc4c(=O)n3n2)C1 (stereo unspecified)
-4	O=C(CN(C(=O)Cn1nnc(-c2ccc(F)cc2)n1)C1CCCC1)NC1CCCC1
4	CC1CC(=O)N(CC(=O)NCc2ccc3c(c2)OCO3)c2ccccc2S1 (stereo unspecified)
-8	Cc1cc(C)cc(NC(=S)N2CCN(C(=O)c3ccco3)CC2)c1
-3	CCOC(=O)CNc1c(-c2ccccc2)nc2ccc(Cl)cn12
1	CCOc1ccc(Cc2onc3c2C(=O)CCC3)cc1OCC
-7	CC1(C)CC(=O)N(CC(=O)N2CCN(c3cccc(C(F)(F)F)c3)CC2)c2ccccc2S1(=O)=O
8	Cc1cccc(Nc2nnc(SCc3cn4ccsc4n3)s2)c1

Other records
TbREL1 inh	SMILES
1	Cc1cc(Oc2nnnn2-c2ccccc2)ccc1Cl
0	Cn1c(-c2ccsc2)c(-c2cccs2)c2cc(Br)ccc21
0	Cc1ccc(S(=O)(=O)/C(C#N)=C/c2c(N3CCCCC3)nc3ccccn3c2=O)cc1
0	CC1=NN(c2ccc(Cl)cc2)C(=O)C1
-1	CCN1C[C@@H]2[C@@H]3C(=O)N(C)C(=O)[C@@H]3[C@](Cc3ccccc3)(C1=O)N2C(=O)c1ccc(Cl)c(Cl)c1
-3	CCSc1nc2n(n1)C(c1cccc(F)c1)C1=C(CCCC1=O)N2 (stereo unspecified)
2	C=CCn1c(SCC(=O)Nc2ccc(C(=O)O)cc2)nc2sc(C)c(C)c2c1=O
-2	CC(NC(=O)c1ccco1)C(=O)N1CCN(c2ccccc2)CC1 (stereo unspecified)
2	O=C(CSc1ncccn1)N1CCCCCC1
2	O=C1c2ccccc2S(=O)(=O)N1CC1CC(c2ccc(Cl)cc2)=NO1 (stereo unspecified)

(continued)
TbREL1 inh	SMILES
-2	CCCCCn1c(SC(C)C(C)=O)nc2c1c(=O)[nH]c(=O)n2C (stereo unspecified)
3	Cc1ccc(NC(=O)C2=NNC(=O)CC2)cc1F
0	CCOC(=O)C1=C(C)NC(=O)NC1/C=C/c1ccccc1OC (stereo unspecified)
-1	O=C(NCc1ccc(F)cc1)C1CCCN(C(=O)Nc2ccc(F)cc2)C1 (stereo unspecified)
5	CC(=O)c1ccc(NC(=S)Nc2ccc(Br)c(Cl)c2)cc1
5	N#Cc1ccc(CN2CCN(C(=O)CC(NC(=O)c3ccccc3)c3ccccc3)CC2)cc1 (stereo unspecified)
-2	NS(=O)(=O)OCC1CCCCC1
-2	CCN1CCN(C(=O)C(NS(=O)(=O)c2ccc3nc(C)sc3c2)C(C)C)CC1 (stereo unspecified)
1	COCC(=O)Nc1cccc(C(F)(F)F)c1
5	Cc1ccc(S(=O)(=O)Nc2ccc(Nc3nccn4c(-c5ccccc5Oc5ccccc5)cnc34)cc2)cc1

Carrying on:
TbREL1 inh	SMILES
12*	O=C(Nc1cccc(F)c1)NC1CCCCCCC1
-1	CCN(CC(=O)N1CCc2ccccc2C1)S(=O)(=O)c1ccc2ccccc2c1
-1	CCCCn1c(CCNC(=O)c2cccs2)nc2ccccc21
3	Clc1ccc(-n2c(SCc3cccc4ccccc34)nnc2-c2ccccn2)cc1
11	CCC(C)Nc1nc(N)c([N+](=O)[O-])c(Nc2cc(OC)ccc2OC)n1 (stereo unspecified)
-2	COc1ccccc1NC(C)=[N+](C)CCNS(=O)(=O)c1ccc(Cl)cc1
-1	COc1ccccc1OCCNC(=O)CCNC(=O)c1ccccc1OC
-3	CC1=CC(=NOS(=O)(=O)c2ccc(C)cc2)CC(C)(C)C1
-3	COc1cccc(NC(=O)c2nc3nc(C)cc(C(F)F)n3n2)c1
1	COc1cccc(N2CCN(C(=O)c3c(C)nn(-c4ccccc4)c3C)CC2)c1

The results go on:
TbREL1 inh	SMILES
-3	CSc1ccc(/C=N/NC(=O)c2ccc(O)cc2)cc1
2	C[C@@H]1CCCCO[C@@H](CN(C)Cc2ccc3c(c2)OCO3)[C@@H](C)CN([C@H](C)CO)C(=O)c2cc(NS(=O)(=O)c3ccccc3)ccc2O1
-3	Cc1[nH]c2ccccc2c1C(C[N+](=O)[O-])c1ccco1 (stereo unspecified)
-1	O=C1CCN(Cc2cccnc2)CCN1[C@H](CO)c1ccccc1
-3	O=C(NC1CCN(S(=O)(=O)c2cccc(Cl)c2)CC1)C1CCCCC1
2	CC(C)c1nc2sc3c(=O)[nH]cnc3c2c2c1CCCC2
-2	Cc1ccc(S(=O)(=O)N2[C@@H](c3cccc(Cl)c3)C(C(=O)O)=CC[C@H]2c2ccc(Cl)c(Cl)c2)cc1
2	CCOC(=O)C1=C(C)N(CCCC(=O)O)C(=O)NC1c1cccs1 (stereo unspecified)
3	O=C(NC1CCCCC1)C1CCCN1C(=O)Nc1ccccc1 (stereo unspecified)
5	COc1ccc(/C=N/NC(=O)C2CCN(c3ncc(C(F)(F)F)cc3Cl)CC2)cc1
0	CCn1nnnc1SCC(=O)Nc1cc(OC)cc(OC)c1
1	O=C(c1cccc(Cl)c1)N1CCN(C2CCCCCC2)CC1
